human PMI inhibitors – MPI inhibition at elevated mannose 6-phosphate – biochemical, fluorescence intensity, high mannose 6-phosphate, primary screen (AID 1220) | 190,000 tested, 0.66% active | inhibition, % at 20 µM; hits with a dose series show IC50 in µM | recombinant PMI enzyme, coupled fluorescence intensity; higher % means a stronger effect; in the data active = inhibition above about 50%
West Nile antiviral – West Nile virus antiviral activity, cell-based, CPE readout (AID 1621) | West Nile virus-infected cells, CPE inhibition; higher % means a stronger effect | CPE inhibition, % at 10 µM, or IC50 in µM where a hit was titrated | 290,000 tested, 0.02% active; in the data active = a potency from the dose series; inconclusive = CPE inhibition mostly from about 3.7% at the one dose, without a potency; inactive = the rest, 99 in 100 with CPE inhibition below about 2.2%; note: strong numbers were not always called active
Siah-1 displacement – Siah-1 peptide-binding antagonists, primary screen, biochemical, fluorescence polarization, rhodamine-plectin, uHTS (AID 1817); Siah-1 / rhodamine-plectin peptide fluorescence polarization; higher % means a stronger effect; displacement, % at 20 µM, or IC50 in µM where a hit was titrated; 290,000 tested, 0.02% active;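 active = displacement of at least 50% at 20 µM, with a fluorescence ratio check between 0.3 and a set limit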;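 note: plate controls were Siah plus tracer with DMSO for no effect and tracer alone without Siah for full effect; strong numbers were not always called active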
XIAP displacement – small molecules displacing peptide from XIAP – biochemical, IAP family, fluorescence polarization (AID 1018); XIAP BIR domain, fluorescence polarization peptide displacement; higher % means a stronger effect; 200,000 tested, 0.007% active; displacement, % at 20 µM, or IC50 in µM where a hit was titrated; in the data active = displacement above about 50%; note: a part of the inactive calls stands beside numbers as strong as those of hits
Salmonella PhoP GFP – PhoP-dependent GFP reporter repression – Salmonella Typhimurium, primary screen (AID 1863) | S. Typhimurium PhoP-regulated promoter GFP reporter, 4 h; higher % means a stronger effect | inhibition, % at 50 µM; hits with a dose series show IC50 in µM | 300,000 tested, 0.16% active;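 active = inhibition over 29.93%, a cutoff 3 SD above the screen mean, later confirmed by dose response; inconclusive = inhibition over 29.93% but no dose response follow-up; inactive = inhibition at most 29.93% or unconfirmed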;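 note: 0% = low Mg2+ inducing control and 100% = high Mg2+ repressing control; strong numbers were not always called active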
P. falciparum M17LAP – P. falciparum M17LAP inhibitors, primary screen, biochemical, fluorogenic H-Leu-NHMec substrate, 1536-well (AID 1619) | 220,000 tested, 0.38% active | recombinant M17LAP, H-Leu-NHMec fluorogenic kinetic assay; higher % means a stronger effect | inhibition, % at 30 µM; hits with a dose series show IC50 in µM;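 active = compound inhibiting the enzyme by more than half at any dose during confirmatory dose-response retesting; inconclusive = strong single-dose inhibitors picked by rank but not retested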;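 note: plate controls were full reaction with DMSO carrier for no effect and no enzyme background for full effect; strong numbers were not always called active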
Yfh1-depleted yeast – enhancers of respiration in Yfh1-depleted yeast, dose response, Friedreich's ataxia, plus single-dose screen (AID 1465); S. cerevisiae Yfh1-off respiration, WST-1 reduction, 72 h; higher fold induction means a stronger effect; 220,000 tested, 0.074% active; fold induction at 50 µM; hits with a dose series show EC50 in µM;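 active = fold induction of absorbance versus untreated yeast above a set limit, then at least 30% activation at any dose in follow-up; inconclusive = repeats straddling the limit, or above it without dose testing; inactive = fold induction below the set limit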;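 note: activators that raise dye reduction in frataxin-depleted yeast; strong numbers were not always called active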
M1AAP inhibition – malaria alanyl aminopeptidase activity blockers – biochemical, fluorogenic H-Leu-NHMec substrate, 1536-well (AID 1445); one-dose inhibition, % at 30 µM; IC50 in µM for titrated hits; 220,000 tested, 0.42% active; recombinant M1AAP, H-Leu-NHMec fluorogenic kinetic assay; higher % means a stronger effect;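 active = primary inhibition above the hit cutoff, then over 50% inhibition at one or more dose response concentrations, cut at about 23% in these data, passing the limit was not always enough; inconclusive = conflicting primary data, or primary hits not chosen for dose response; inactive = low primary inhibition, or under 50% at every dose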;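 note: plate controls were DMSO full reaction for no effect and no enzyme background for full effect; strong numbers were not always called active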
CSM14.1 death rescue – protection against thapsigargin-triggered cell killing – 384-well, CSM14.1, ATP luminescence, primary screen (AID 1222) | cellular ATP content (survival), % at 20 µM, or EC50 in µM where a hit was titrated | CSM14.1 thapsigargin-induced death rescue, ATP luminescence; higher % means a stronger effect | 190,000 tested, under 10 active;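 active = EC50 below 50 µM in the dose-response confirmation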;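 note: death triggered by thapsigargin at about 15 µM added after 2 h compound pretreatment; cell ATP read after overnight thapsigargin exposure of roughly 18 to 22 hours; normalized against plate controls of thapsigargin alone and 5% DMSO vehicle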
Starred values were filed as active, the others as inactive. Rows are unselected; 1.6% or so of the library scored in one or more.

For Cc1nc(Cl)c2c(n1)N(CC(N)=O)C(=O)CO2 the results were human PMI inhibitors -6%, West Nile antiviral 0.6%, Siah-1 displacement -3%, XIAP displacement -3.0%, Salmonella PhoP GFP -15%, P. falciparum M17LAP -3%, Yfh1-depleted yeast inactive, M1AAP inhibition -4% and CSM14.1 death rescue 0.4%.
CCOC(=O)C(C)(C)N(Cc1ccccc1C)S(=O)(=O)c1ccc(Cl)c([N+](=O)[O-])c1 was read as human PMI inhibitors 15%, West Nile antiviral -0.3%, Siah-1 displacement 6%, XIAP displacement -1.0%, Salmonella PhoP GFP 8%, P. falciparum M17LAP -8%, Yfh1-depleted yeast inactive, M1AAP inhibition -3% and CSM14.1 death rescue -1.7%.
Screening Cn1c(SCc2nc3ccccc3s2)nnc1-c1ccc2c(c1)OCO2 returned human PMI inhibitors 1%, West Nile antiviral -0.9%, Siah-1 displacement 2%, XIAP displacement -1.0%, Salmonella PhoP GFP -1%, P. falciparum M17LAP 3%, Yfh1-depleted yeast inactive, M1AAP inhibition 5% and CSM14.1 death rescue -2.4%.
For CC[n+]1c(/C=C/N(C)c2ccccc2)oc2ccccc21 the results were human PMI inhibitors 36%, West Nile antiviral 0.6%, Siah-1 displacement -1%, XIAP displacement -5.3%, Salmonella PhoP GFP -6%, P. falciparum M17LAP 32%, Yfh1-depleted yeast inactive, M1AAP inhibition 13% and CSM14.1 death rescue -2.1%.
`Cn1c(CCNC(=O)c2ccco2)nc2cc(NS(=O)(=O)c3ccc(Cl)cc3)ccc21` gave human PMI inhibitors 2%, West Nile antiviral 0.6%, Siah-1 displacement -1%, XIAP displacement -7.5%, Salmonella PhoP GFP -8%, P. falciparum M17LAP 0%, Yfh1-depleted yeast inactive, M1AAP inhibition 6% and CSM14.1 death rescue 2.8%.
Screening COc1ccc(-c2noc(-c3ccoc3C)n2)cc1OC returned West Nile antiviral -1.2%, Siah-1 displacement 6%, XIAP displacement -5.5%, Salmonella PhoP GFP 15%, P. falciparum M17LAP -11%, Yfh1-depleted yeast inactive, M1AAP inhibition -12% and CSM14.1 death rescue -0.3%.
Screening COc1ccc(OC)c(C2=NOC(C(=O)NCC3CCCO3)C2)c1 (stereo unspecified) returned human PMI inhibitors 3%, West Nile antiviral 0.8%, Siah-1 displacement -3%, XIAP displacement -0.5%, Salmonella PhoP GFP -5%, P. falciparum M17LAP -10%, Yfh1-depleted yeast inactive, M1AAP inhibition 2% and CSM14.1 death rescue -0.7%.
`COc1ccc(Cn2cccc(NC(=O)Nc3ccc(C#N)cc3)c2=O)cc1` gave human PMI inhibitors 19%, West Nile antiviral 0.6%, Siah-1 displacement -2%, XIAP displacement -3.9%, Salmonella PhoP GFP -2%, P. falciparum M17LAP -11%, Yfh1-depleted yeast inactive, M1AAP inhibition 3% and CSM14.1 death rescue -1.5%.
`O=C(N/N=C\c1ccc(-c2ccccc2[N+](=O)[O-])o1)C1COc2ccccc2O1` (stereo unspecified) gave human PMI inhibitors 55%*, West Nile antiviral -0.2%, Siah-1 displacement 8%, XIAP displacement -4.8%, Salmonella PhoP GFP 6%, P. falciparum M17LAP 4%, Yfh1-depleted yeast inactive, M1AAP inhibition 5% and CSM14.1 death rescue -2.3%.
CC(C)[C@H](NC(=O)OC(C)(C)C)C(=O)N/N=C/c1ccc2nccnc2c1 was read as West Nile antiviral -0.3%, Siah-1 displacement 10%, Salmonella PhoP GFP 3%, P. falciparum M17LAP 4%, Yfh1-depleted yeast inactive and M1AAP inhibition 3%.
Screening CCOC(=O)C1(CCc2ccccc2)CCN(Cc2ccn[nH]2)CC1 returned human PMI inhibitors -4%, West Nile antiviral 0.1%, Siah-1 displacement 1%, XIAP displacement -8.1%, Salmonella PhoP GFP -5%, P. falciparum M17LAP -2%, Yfh1-depleted yeast inactive, M1AAP inhibition 2% and CSM14.1 death rescue 0.3%.
Screening CCNC(=O)/C(C#N)=C/c1c(N2CC(C)OC(C)C2)nc2ccccn2c1=O (stereo unspecified) returned human PMI inhibitors 6%, West Nile antiviral -0.5%, Siah-1 displacement 2%, XIAP displacement -4.2%, Salmonella PhoP GFP -6%, P. falciparum M17LAP -17%, Yfh1-depleted yeast inactive, M1AAP inhibition 5% and CSM14.1 death rescue -1.7%.
Screening CC(=O)NC1=NN(C(C)=O)C2(CCCC2)S1 returned human PMI inhibitors 3%, West Nile antiviral -0.7%, Siah-1 displacement 1%, XIAP displacement -8.0%, Salmonella PhoP GFP -9%, P. falciparum M17LAP 14%, Yfh1-depleted yeast inactive, M1AAP inhibition -7% and CSM14.1 death rescue -1.2%.
`Cc1ccc(C)n1-n1cnc2sc3c(c2c1=O)CCCCC3` gave human PMI inhibitors 10%, West Nile antiviral -0.8%, Siah-1 displacement 0%, XIAP displacement -4.5%, Salmonella PhoP GFP 12%, P. falciparum M17LAP -7%, Yfh1-depleted yeast inactive, M1AAP inhibition 13% and CSM14.1 death rescue 0.5%.
Screening COc1ccccc1N1CCN(C(=O)CSc2nc(-c3ccco3)cc(C(F)(F)F)n2)CC1 returned human PMI inhibitors 0%, West Nile antiviral -0.5%, Siah-1 displacement -5%, XIAP displacement -17%, Salmonella PhoP GFP -11%, P. falciparum M17LAP 13%, Yfh1-depleted yeast inactive, M1AAP inhibition 10% and CSM14.1 death rescue -0.8%.
For O=C(C1CCOCC1)N1CCC(CO)(CCc2ccccc2)CC1 the results were human PMI inhibitors 7%, West Nile antiviral -0.4%, Siah-1 displacement 2%, XIAP displacement -8.9%, Salmonella PhoP GFP 10%, P. falciparum M17LAP 0%, Yfh1-depleted yeast inactive, M1AAP inhibition -4% and CSM14.1 death rescue 0.4%.
CC(C)[C@H](NC(=O)c1cccc(S(=O)(=O)N2CCOCC2)c1)C(=O)Nc1nc2ccccc2s1 was read as human PMI inhibitors 10%, West Nile antiviral -0.9%, Siah-1 displacement 10%, XIAP displacement -3.7%, Salmonella PhoP GFP -11%, P. falciparum M17LAP 2%, Yfh1-depleted yeast inactive, M1AAP inhibition 1% and CSM14.1 death rescue -3.0%.
`NS(=O)(=O)c1ccc(N2C(=O)C3C4CC(C(Br)C4Br)C3C2=O)cc1` (stereo unspecified) gave human PMI inhibitors -2%, West Nile antiviral -0.8%, Siah-1 displacement 0%, XIAP displacement -5.5%, Salmonella PhoP GFP 3%, P. falciparum M17LAP 30%, Yfh1-depleted yeast inactive, M1AAP inhibition 0% and CSM14.1 death rescue 0.6%.
For Cc1noc(C)c1CSc1nnnn1-c1ccc(Cl)cc1 the results were human PMI inhibitors -7%, West Nile antiviral -0.1%, Siah-1 displacement 0%, XIAP displacement -2.7%, Salmonella PhoP GFP 1%, P. falciparum M17LAP -9%, Yfh1-depleted yeast inactive, M1AAP inhibition 6% and CSM14.1 death rescue 0.4%.
Screening O=C(CSc1cccc[n+]1[O-])Nc1cccc(Oc2ccccc2)c1 returned human PMI inhibitors 4%, West Nile antiviral -1.1%, Siah-1 displacement 1%, XIAP displacement -12%, Salmonella PhoP GFP 2%, P. falciparum M17LAP -2%, Yfh1-depleted yeast inactive, M1AAP inhibition 0% and CSM14.1 death rescue -1.0%.
For CCCCSc1nc2c(cnn2-c2ccccc2)c(=O)n1N the results were human PMI inhibitors 3%, West Nile antiviral -0.4%, Siah-1 displacement 2%, XIAP displacement -4.3%, Salmonella PhoP GFP 2%, P. falciparum M17LAP 10%, Yfh1-depleted yeast inactive, M1AAP inhibition 5% and CSM14.1 death rescue 5.2%.
For Cn1c(SCC(=O)c2cc(Cl)c(Cl)s2)nnc1-c1ccco1 the results were West Nile antiviral 0.6%, Siah-1 displacement 17%, Salmonella PhoP GFP -8%, P. falciparum M17LAP 10%, Yfh1-depleted yeast inactive and M1AAP inhibition 18%.
`N/C(=N\OC(=O)c1ccc2c(c1)OCO2)c1cccc(Br)c1` gave human PMI inhibitors 1%, West Nile antiviral -0.3%, Siah-1 displacement 0%, XIAP displacement -2.6%, Salmonella PhoP GFP -1%, P. falciparum M17LAP -2%, Yfh1-depleted yeast inactive, M1AAP inhibition 2% and CSM14.1 death rescue -2.7%.
`O=C(COC(=O)c1ccco1)NCc1ccc2c(c1)OCO2` gave West Nile antiviral 0.1%, Siah-1 displacement 18%, Salmonella PhoP GFP -9%, P. falciparum M17LAP -1%, Yfh1-depleted yeast inactive and M1AAP inhibition 2%.
Screening Cc1ccccc1Cn1c(=O)n(CCC(=O)NCc2ccc3c(c2)OCO3)c(=O)c2ccccc21 returned human PMI inhibitors -1%, West Nile antiviral 0.0%, Siah-1 displacement -3%, XIAP displacement -4.0%, Salmonella PhoP GFP -7%, P. falciparum M17LAP 5%, Yfh1-depleted yeast inactive, M1AAP inhibition 3% and CSM14.1 death rescue 0.5%.
`CCNC(=O)CCS(=O)(=O)c1ccc2ccccc2c1` gave human PMI inhibitors -20%, West Nile antiviral 0.0%, Siah-1 displacement 2%, XIAP displacement 0.5%, Salmonella PhoP GFP -2%, P. falciparum M17LAP 0%, Yfh1-depleted yeast inactive, M1AAP inhibition 3% and CSM14.1 death rescue -2.2%.
CSc1nc(NC(C)=O)nc(C)c1Cl was read as human PMI inhibitors -14%, West Nile antiviral 0.4%, Siah-1 displacement 2%, XIAP displacement -6.9%, Salmonella PhoP GFP -4%, P. falciparum M17LAP -9%, Yfh1-depleted yeast inactive, M1AAP inhibition 10% and CSM14.1 death rescue -1.8%.
For S=C1NC[C@H](CC2CCCCC2)N1CCc1cccc2ccccc12 the results were West Nile antiviral -0.3%, Siah-1 displacement -3%, Salmonella PhoP GFP 3%, P. falciparum M17LAP -2%, Yfh1-depleted yeast inactive and M1AAP inhibition 7%.
For c1ccc2c(c1)nc1n2C2(N3CCOCC3)CCCC2C1N1CCOCC1 (stereo unspecified) the results were human PMI inhibitors 1%, Siah-1 displacement -6%, XIAP displacement -4.8% and CSM14.1 death rescue 1.4%.
CCn1c(C)cc(/C=C2/NC(=O)N(c3ccccc3)C2=O)c1C was read as human PMI inhibitors 11%, West Nile antiviral -0.4%, Siah-1 displacement -1%, XIAP displacement -4.3%, Salmonella PhoP GFP -3%, P. falciparum M17LAP 3%, Yfh1-depleted yeast inactive, M1AAP inhibition -3% and CSM14.1 death rescue 0.2%.
Screening CC(=O)Nc1ccc(/C(C)=N/Nc2nc(Nc3cccc4ccccc34)nc(N3CCOCC3)n2)cc1 returned human PMI inhibitors 0%, West Nile antiviral 0.4%, Siah-1 displacement -8%, XIAP displacement -7.2%, Salmonella PhoP GFP 0%, P. falciparum M17LAP 10%, Yfh1-depleted yeast inactive, M1AAP inhibition 6% and CSM14.1 death rescue -3.9%.
For CC[n+]1c(/C=C(\C)Nc2ccccc2)sc2ccccc21 the results were human PMI inhibitors -11%, West Nile antiviral -0.5%, Siah-1 displacement 0%, XIAP displacement -12%, Salmonella PhoP GFP -16%, P. falciparum M17LAP 32%, Yfh1-depleted yeast inactive, M1AAP inhibition inconclusive and CSM14.1 death rescue -1.6%.
